# Screening results as filed in PubChem.
# Vc quorum ag: inducers of Vibrio cholerae quorum light production without autoinducers. V. cholerae BH1578 lux reporter, luminescence, 6 h. activation, % at 18.7 µM. hit rate 0.16% among 350,000. AID 588436; in the data active = activation mostly above about 9.7%, no sharp cut-off; inconclusive = no clear call, values can overlap the other calls; inactive = mostly below about 3.7%; note: not every result past the cut was called active; inactives centre near 0; reference of the scale not given here
# Anthrax LF prot: blocks Bacillus anthracis lethal factor protease | hit rate 0.12% among 360,000 | P15917 | AID 588501 | multiplex microsphere protease cleavage assay, LF | inhibition, % at 10 µM; note: plate controls were buffer without enzyme for full effect and enzyme alone for no effect
# Target sequence (P15917 whole entry, looked up): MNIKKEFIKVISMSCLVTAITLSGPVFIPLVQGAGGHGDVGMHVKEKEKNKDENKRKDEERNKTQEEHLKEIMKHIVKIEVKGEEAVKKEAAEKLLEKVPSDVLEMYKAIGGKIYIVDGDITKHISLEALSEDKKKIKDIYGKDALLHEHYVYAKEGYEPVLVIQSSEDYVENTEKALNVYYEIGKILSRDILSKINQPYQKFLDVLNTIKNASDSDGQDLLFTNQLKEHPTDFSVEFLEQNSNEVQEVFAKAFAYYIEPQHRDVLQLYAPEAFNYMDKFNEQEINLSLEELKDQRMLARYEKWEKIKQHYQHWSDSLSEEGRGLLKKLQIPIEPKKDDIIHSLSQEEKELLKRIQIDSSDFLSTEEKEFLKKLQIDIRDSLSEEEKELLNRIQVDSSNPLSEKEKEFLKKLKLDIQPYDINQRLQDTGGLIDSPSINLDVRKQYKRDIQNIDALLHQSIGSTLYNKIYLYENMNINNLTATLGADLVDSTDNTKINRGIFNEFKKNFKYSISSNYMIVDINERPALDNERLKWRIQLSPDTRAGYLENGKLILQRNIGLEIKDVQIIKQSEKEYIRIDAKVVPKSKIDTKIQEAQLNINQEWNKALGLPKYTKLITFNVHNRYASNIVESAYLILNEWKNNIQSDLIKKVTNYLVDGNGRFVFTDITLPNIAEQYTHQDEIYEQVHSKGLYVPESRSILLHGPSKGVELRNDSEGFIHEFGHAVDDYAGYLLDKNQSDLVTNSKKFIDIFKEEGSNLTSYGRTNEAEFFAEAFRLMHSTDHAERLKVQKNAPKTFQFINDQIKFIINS
# PriA SSB inh: K. pneumoniae PriA-SSBct interaction inhibition | AlphaScreen SSBct-PriA binding, biotinylated peptide | AID 1272365 | inhibition, % at 33 µM | hit rate 0.6% among 430,000; in the data active = inhibition mostly above about 37%, no sharp cut-off; inactive = mostly below about 20%;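 note: plate controls were negative control peptide for no effect and reference peptide for full effect; strong numbers were not always called active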
# BoNT-A LC inh2: blocks Botulinum neurotoxin A light chain protease | AID 588499 | hit rate 0.17% among 360,000 | inhibition, % at 10 µM | multiplex microsphere protease substrate cleavage, flow cytometry; note: plate controls were buffer without enzyme for full effect and enzyme alone for no effect
# VHR inh abs: blocks human VHR1 dual specificity phosphatase | P51452 | recombinant VHR phosphatase, pNPP absorbance | inhibition, % at 13.3 µM | hit rate 0.52% among 290,000 | AID 1654; in the data active = inhibition above about 50%; note: some compounds called inactive have numbers as strong as hits
# Target sequence (P51452 whole entry, looked up): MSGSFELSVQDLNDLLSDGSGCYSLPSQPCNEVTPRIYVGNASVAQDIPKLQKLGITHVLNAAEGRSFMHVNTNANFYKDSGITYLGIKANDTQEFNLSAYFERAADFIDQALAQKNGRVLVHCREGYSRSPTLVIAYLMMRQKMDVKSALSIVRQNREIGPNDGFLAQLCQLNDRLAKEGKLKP
# SARS 3CLpro inh: SARS-CoV 3CLpro protease inhibition | inhibition, % at 6 µM | recombinant SARS-CoV 3CLpro, quenched FRET peptide cleavage | AID 1706 | hit rate 0.14% among 290,000; in the data active = inhibition above about 12%
# Y pestis TopoI: blocks Yersinia pestis topoisomerase I activity | Y. pestis Topo-I cleavage product accumulation, plate reader | hit rate 0.064% among 360,000 | activity, % at 10 µM; in the data active = activity above about 50%, passing the limit was not always enough; inconclusive = no clear call, values can overlap the other calls; note: inactives centre near 2
# CCHFV vOTU inh: CCHFV vOTU protease inhibition | Pep-AMC fluorescence | inhibition, % at 11.5 µM | hit rate 0.55% among 370,000; in the data active = inhibition above about 30%; note: 0% = vehicle wells with enzyme and 100% = no enzyme wells
# PfHsp40 rescue: rescue of PfHsp40-mediated yeast toxicity | S. cerevisiae expressing PfHsp40, growth rescue, ATP luminescence | growth rescue, % at 12.5 µM | hit rate 0.68% among 340,000 | AID 504582; in the data active = growth rescue above about 28%, passing the limit was not always enough; inconclusive = no clear call, values can overlap the other calls;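 note: yeast W303a lacking pdr1 and pdr3 grown in galactose medium; growth measured after three days at 30 °C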
# TcdB GH inh: blocks C. difficile toxin B glycohydrolase activity | inhibition, % at 9.99 µM | AID 652162 | hit rate 0.24% among 350,000 | TcdB glycohydrolase enzymatic assay, plate reader; in the data active = inhibition above about 10%
# Numbers without * were called inactive; i = inactive; ? = inconclusive; . = no result given; & = joins results of further samples. Cut-off read from the data, not from the text of the source, unless noted: active = inhibition above about 30%; inconclusive = no clear call, values can overlap the other calls; inactive = below that. Some of the compounds tested; the hit share may differ from the screen's.
# Sample of the layout (2 entries):
smiles,CCHFV vOTU inh,TcdB GH inh,BoNT-A LC inh2,PriA SSB inh,Anthrax LF prot,VHR inh abs,Y pestis TopoI,Vc quorum ag,PfHsp40 rescue,SARS 3CLpro inh
CCc1cc(=O)oc2cc(OCC(=O)N3C[C@H]4C[C@@H](C3)c3cccc(=O)n3C4)c(Cl)cc12,-3,-0.2,0.1,.,-3,21,3,-0.6,-0.4,-5
O=C(OC1CCOC1=O)c1cncc(Br)c1 (stereo not drawn),13,.,-0.8,-12,2,26,7,-1.7,-0.2,-1

# Results, from the start:
smiles,CCHFV vOTU inh,TcdB GH inh,BoNT-A LC inh2,PriA SSB inh,Anthrax LF prot,VHR inh abs,Y pestis TopoI,Vc quorum ag,PfHsp40 rescue,SARS 3CLpro inh
CCc1cc(=O)oc2cc(OCC(=O)N3C[C@H]4C[C@@H](C3)c3cccc(=O)n3C4)c(Cl)cc12,-3,-0.2,0.1,.,-3,21,3,-0.6,-0.4,-5
O=C(OC1CCOC1=O)c1cncc(Br)c1 (stereo not drawn),13,.,-0.8,-12,2,26,7,-1.7,-0.2,-1
Cc1cc(C(=O)NNc2c(Cl)cccc2Cl)n(C(C)(C)C)n1,0,-1.7,?,-9,15,-1,0,i,0.0,7
CNC(=S)NNC(=O)CSCc1c(Cl)cccc1Cl,-14,3.9,-9.2,0,?,22,0,-0.1,1.2,-2
Cc1ccc(S(=O)(=O)N2CCOCC2)cc1NC(=O)COC(=O)CCC(=O)c1cccs1,17,.,0.4,-6,1,15,17,2.6,1.0,-4
Oc1c(Cl)cc(Cl)cc1/C=C/c1ccc2cccc(O)c2n1,8,0.6,-0.3,-18,-1,29,2,-1.2,10,1
COc1ccc(C(=O)NNC(=O)Cc2ccc(Cl)cc2)cc1,10,0.5,-0.2,-10,7,26,-2,i,-1.0,1
CCOc1ccc(OCCC(=O)N(CC(=O)Nc2ccccc2C(F)(F)F)Cc2ccco2)cc1,16,8.0,3.2,-8,0,.,25,-1.4,3.2,.
COc1ccccc1NC(=S)N(Cc1ccco1)Cc1cc2cc(C)cc(C)c2[nH]c1=O,4,0.2,0.2,7,-9,24,-6,-2.4,-0.8,4
CC1(C)CC(=O)C2=C(C1)OC1=C(C(=O)CC(C)(C)C1)C2c1ccccc1Cl,-16,0.0,-0.7,.,3,.,-10,i,.,.

# Single entries from the entries so far:
# For PfHsp40 rescue, Oc1c(Cl)cc(Cl)cc1/C=C/c1ccc2cccc(O)c2n1 reads 10
# For SARS 3CLpro inh, Cc1cc(C(=O)NNc2c(Cl)cccc2Cl)n(C(C)(C)C)n1 reads 7
# For CCHFV vOTU inh, CNC(=S)NNC(=O)CSCc1c(Cl)cccc1Cl reads -14

# Going on with the list.
smiles,CCHFV vOTU inh,TcdB GH inh,BoNT-A LC inh2,PriA SSB inh,Anthrax LF prot,VHR inh abs,Y pestis TopoI,Vc quorum ag,PfHsp40 rescue,SARS 3CLpro inh
C=CCN(CC=C)S(=O)(=O)c1ccc(NC(=S)NC(=O)/C=C/c2ccccc2)cc1,8,.,-0.5,3,-1,21,-2,i,-2.0,1
O=C(CCN1C(=O)S/C(=C\c2ccccc2)C1=O)Nc1ccc(S(=O)(=O)Nc2nccs2)cc1,3,.,0.3,-1,6,25,20,-1.1,2.2,0
CC(C)OC(=O)c1c(N)n(Cc2ccco2)c2nc3ccccc3nc12,-71,.,0.1,-1,1,.,0,3.8,-0.3,2
NC(=O)C1CCN(c2ncnc3c2c(-c2ccccc2)cn3-c2ccccc2)CC1,13,3.8,-0.3,19&-4,-6,25,24,-0.3,-0.4,-6
CCOC(=O)/C(=N/Nc1ccccc1)c1csc(Nc2ccccc2)n1,21,.,-0.5,.,-5,20,-31,-5.3,-0.1,2
Cc1ccc(Cl)cc1N1CCN(C(=O)CCS(=O)(=O)c2ccc3c(c2)NC(=O)CO3)CC1,8,-12,0.8,-1,0,14,35,0.5,0.7,0
Cc1nc(C(=O)N(C)C)nn1-c1ccc(Cl)cc1Cl,-5,.,.,-22,.,25,10,-0.4,-0.3,-3
CCc1ccc(NC(=O)Cn2cccc2)cc1,6,0.1,0.0,0,-1,23,6,i,?,0
CC(C)(C)CC(=O)Nc1cc2c3c(c1)CCC(=O)N3CCC2,-2,0.1,3.0,-19,3,28,-2,0.0,-0.2,3
CCn1c(O)c(C=NCCN2CCOCC2)c(=O)[nH]c1=S,-2,-1.4,-0.4,-15,7,5,5,-0.5,-1.3,0
Cc1nnc(SCC(=O)Nc2sccc2C#N)s1,5,2.2,1.3,-10,5,6,-6,0.7,0.3,2
O=C(COC(=O)Cc1ccccc1F)NCCNC(=O)COC(=O)Cc1ccccc1F,-6,1.9,2.6,-7,5,.,9,-0.3,1.9,.
CCO/C(=C/c1sc2ccc(OC)cc2[n+]1CCCS(=O)(=O)[O-])CC,18,.,-0.4,-2,-8,-7,3,-0.7,0.9,-5
O=C(N/N=C/c1[nH]c2ccccc2c1Cl)c1cccc(Br)c1,-15,2.3,-0.3,.,-1,22,-6,0.7,.,4
Cc1occc1C(=O)Nc1ccc2ccccc2c1,9,.,-0.6,-10,-3,19,-9,i,-0.2,5
CCN(CC(=O)NCc1ccc(F)cc1)C(=O)/C=C/c1ccc(S(=O)(=O)N(CC)CC)cc1,-9,-0.2,-5.2,-11,-12,20,29,-7.8,3.8,1
O=C1CSC(c2ccc(Cl)c(Cl)c2)N1c1nccs1 (stereo not drawn),-3,0.3,-0.2,-19,-4,.,9,i,-0.9,.
O=C(N/N=C/C=C/c1ccc([N+](=O)[O-])cc1)c1cccs1,22,.,2.2,.,2,13,-1,i,0.1,0
CN(C)/C=C1\SC(=S)N(N2C(=O)C3C4C=CC(C4)C3C2=O)C1=O (stereo not drawn),3,1.9,-0.4,-3,-4,14,8,i,-1.6,2
C=CCNCCOCCOc1ccc(C)cc1Br,6,.,1.4,-4,0,-10,-2,-1.7,0.2,3
O=S(=O)(c1cccc(F)c1)N1CCc2sccc2C1c1ccc(OC(F)(F)F)cc1 (stereo not drawn),17,0.2,-0.3,-15,2,9,25,0.6,0.6,7
Cc1ccc(Nc2nc(C(=O)NCCCN3CCOCC3)cs2)cc1,7,.,4.0,-28,2,15,8,i,-2.4,-3
COC(=O)Cn1cnc2sc3c(c2c1=O)CCCC3,-2,3.4,-0.6,-4,-2,22,8,i,0.1,3
COC(=O)C1(NC(=O)NC2CCCCC2)CCCCC1,8,1.2,?,-8,-10,17,11,i,1.4,2
NC(=O)CSc1nc(C2CC2)nc2sc3c(c12)CCCC3,5,1.7,-0.4,-8,-2,6,7,-0.4,0.7,-1
CC(=O)N1CCc2ccc(S(=O)(=O)N3CCN(C)CC3)cc21,-12,.,-0.5,4,-2,6,-2,3.4,2.0,5
CNC(=O)C1CC(=O)N(Cc2ccccc2)C(=Nc2ccc(OC)cc2)S1 (stereo not drawn),-9,.,?,-3,-1,21,13,i,0.1,0
CCN(CC(=O)Nc1ccc2c(c1)OCCO2)C(=O)/C=C/c1ccccc1,-8,2.0,0.5,-1,-5,-1,14,0.6,-0.1,5
Cc1cc(C)nc(OC(C(=O)O)C(OCCc2ccccc2)(c2ccccc2)c2ccccc2)n1 (stereo not drawn),5,0.7,-1.6,2,20,13,21,-0.4,1.5,8
N#CCSc1nnc(-c2cccnc2)n1-c1ccccc1,-1,.,0.4,-6,-1,10,9,-2.9,0.1,-4
Cc1ccc(C)n1NC(=O)c1ccc(Cl)cc1Cl,-9,.,-0.4,6,-6,10,0,i,-1.4,3
Cc1ccc2c(Cl)cc(Cl)c(OCC(=O)NC3CCS(=O)(=O)C3)c2n1 (stereo not drawn),4,2.4,0.0,-1,-5,14,0,i,-0.9,4
CC(=O)N1CCN(S(=O)(=O)c2cccc(C(=O)Nc3ccccc3N3CCOCC3)c2)CC1,3,1.9,-0.4,-21,3,26,3,.,-1.2,4
Cc1cc(C)c(C#N)c(N2CCSCC2)n1,5,.,-0.3,-6,-2,12,12,i,1.7,2
CC(=O)c1ccc(NC(=O)c2cc(S(=O)(=O)N3CCOCC3)ccc2C)cc1,8,1.5,1.2,-1,5,22,0,-0.6,1.3,-3
Cc1ccc(CNC(=O)Nc2nnc([C@H]3C[C@H](O)[C@@H](CO)O3)s2)cc1,2,0.3,0.4,.,6,.,5,-0.2,.,.
COCCNC(=O)/C(C#N)=C\c1ccc(CNS(=O)(=O)c2ccccc2)o1,6,-1.0,-0.3,-10,-9,0,1,2.0,1.7,2
Cc1ccc(C)c(C(=O)CCC(=O)NCc2ccc(Cl)cc2)c1,0,1.7,-0.5,-7,-6,11,-8,-0.4,0.7,1
COc1ccc(CCN2C(=O)c3[nH]nc(-c4ccccc4O)c3C2c2cccc(O)c2)cc1OC (stereo not drawn),1,.,-0.2,8,-2,-21,4,i,1.6,-4
O=S(=O)(c1ccc(Cl)s1)N1CCNCC1,-6,1.7,4.5,0,-2,.,10,0.6,-0.9,.
O=C(CCC(=O)N1CCOc2ccccc21)NCCCN1CCOCC1,-6,0.9,-0.1,-10,1,21,8,-0.2,0.7,-2
COc1ccc(C(=O)Nc2ccc(N3CCN(C(=O)c4ccccc4C)CC3)cc2)cc1,-3,-0.4,0.5,-24,-4,-6,9,i,0.2,7
COC(=O)Cc1cc(=O)[nH]c(/N=C(\N)Nc2ccc(C)cc2)n1,-10,1.4,0.5,.,-1,37,11,-1.8,-1.0,-2
CN(C)CCCNC(=S)N1CCN(c2nc(-c3ccccc3)cs2)CC1,-3,-1.7,2.0,7,-10,9,-17,-0.7,-1.1,-1
CCc1ccc(C(=O)COC(=O)CNC(=O)CNS(=O)(=O)c2ccccc2)cc1,-6,1.6,-0.8,-10,3,10,6,i,-0.9,-1
O=C(NNc1ccccn1)C(c1ccccc1)c1ccccc1,3,0.5,-1.1,-9,-3,15,1,-0.3,-0.3,-1
C=CCN1C(=O)NC(=O)C(Cc2ccc(OC)c(OC)c2)C1=O (stereo not drawn),-4,.,-0.2,-14,-10,-22,5,i,0.1,2
COc1ccccc1C1C2=C(N=C3SCC(=O)N31)c1ccccc1CC2 (stereo not drawn),13,.,1.9,2,0,7,0,-0.6,11,-1
O=C1CC(c2ccsc2)c2cc3c(cc2N1)OCCO3 (stereo not drawn),3,0.5,-0.7,-5,-8,-9,5,-0.1,0.0,0
CC1=CC(=O)C(C(C)C)=C/C1=N/OC(=O)c1cccc([N+](=O)[O-])c1,8,1.0,1.0,.,3,12,-2,i,1.1,-1
CC(C)(C)c1nc(SCC(=O)NNC(=O)c2ccccc2)c2ccccc2n1,1,0.6,1.4,-7,-8,17,9,i,-1.1,5

# A second format for four compounds above:
> COc1ccccc1C1C2=C(N=C3SCC(=O)N31)c1ccccc1CC2 (stereo not drawn)
  CCHFV vOTU inh: 13	TcdB GH inh: .	BoNT-A LC inh2: 1.9	PriA SSB inh: 2	Anthrax LF prot: 0	VHR inh abs: 7	Y pestis TopoI: 0	Vc quorum ag: -0.6	PfHsp40 rescue: 11	SARS 3CLpro inh: -1

> O=C1CC(c2ccsc2)c2cc3c(cc2N1)OCCO3 (stereo not drawn)
  CCHFV vOTU inh: 3	TcdB GH inh: 0.5	BoNT-A LC inh2: -0.7	PriA SSB inh: -5	Anthrax LF prot: -8	VHR inh abs: -9	Y pestis TopoI: 5	Vc quorum ag: -0.1	PfHsp40 rescue: 0.0	SARS 3CLpro inh: 0

> CC1=CC(=O)C(C(C)C)=C/C1=N/OC(=O)c1cccc([N+](=O)[O-])c1
  CCHFV vOTU inh: 8	TcdB GH inh: 1.0	BoNT-A LC inh2: 1.0	PriA SSB inh: .	Anthrax LF prot: 3	VHR inh abs: 12	Y pestis TopoI: -2	Vc quorum ag: i	PfHsp40 rescue: 1.1	SARS 3CLpro inh: -1

> CC(C)(C)c1nc(SCC(=O)NNC(=O)c2ccccc2)c2ccccc2n1
  CCHFV vOTU inh: 1	TcdB GH inh: 0.6	BoNT-A LC inh2: 1.4	PriA SSB inh: -7	Anthrax LF prot: -8	VHR inh abs: 17	Y pestis TopoI: 9	Vc quorum ag: i	PfHsp40 rescue: -1.1	SARS 3CLpro inh: 5
